D1 ag: agonists of human D1 dopamine receptor; HEK293 T-REx D1 cells, calcium flux, agonist mode; activation, % at 2 µM; 360,000 tested, 1% active; AID 504660; also: 0% is about no effect
Target sequence (P21728 whole entry, looked up): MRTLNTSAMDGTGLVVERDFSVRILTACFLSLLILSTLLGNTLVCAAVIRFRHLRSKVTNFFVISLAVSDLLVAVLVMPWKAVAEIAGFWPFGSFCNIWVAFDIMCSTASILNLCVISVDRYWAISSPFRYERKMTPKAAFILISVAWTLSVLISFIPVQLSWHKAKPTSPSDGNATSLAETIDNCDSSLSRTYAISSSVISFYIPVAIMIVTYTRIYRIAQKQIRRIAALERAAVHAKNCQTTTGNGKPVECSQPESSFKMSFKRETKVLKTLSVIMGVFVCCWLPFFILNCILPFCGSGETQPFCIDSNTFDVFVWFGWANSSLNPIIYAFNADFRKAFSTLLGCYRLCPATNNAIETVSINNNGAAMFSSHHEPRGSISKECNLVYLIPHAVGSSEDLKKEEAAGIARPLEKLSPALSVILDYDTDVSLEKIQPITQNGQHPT
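Agonism was scored from calcium flux recorded over 180 s (1 read/s) after pintool compound addition, following a 10-cycle baseline. Cells were inducible force-coupled HEK293 TREx D1, plated overnight at 30 C and loaded with no-wash calcium dye.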
D2 agonist: agonists of human D2 dopamine receptor; P14416; HEK293 T-REx D2 cells, calcium flux agonist mode; activation, % at 2 µM; 340,000 tested, 0.53% active;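 active = activation over 3 SD above normal in the single-dose calcium agonist read, cut at about 30% in these data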; also: 0% is about no effect
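Agonism scored from kinetic calcium signal (1 read/sec, 180 s) following compound pin transfer, after a 10 s baseline. Cells: HEK293 Trex line expressing inducible D2 receptor coupled to calcium, dye-loaded after overnight culture at 30 C.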
TRHR ag: activates the human TRH receptor. P34981. TRHR cells, calcium flux fluo-8, FDSS agonist mode. activation, % at 2 µM. 360,000 tested, 0.18% active. AID 493084; also: 0% is about no effect
Target sequence (P34981 whole entry, looked up): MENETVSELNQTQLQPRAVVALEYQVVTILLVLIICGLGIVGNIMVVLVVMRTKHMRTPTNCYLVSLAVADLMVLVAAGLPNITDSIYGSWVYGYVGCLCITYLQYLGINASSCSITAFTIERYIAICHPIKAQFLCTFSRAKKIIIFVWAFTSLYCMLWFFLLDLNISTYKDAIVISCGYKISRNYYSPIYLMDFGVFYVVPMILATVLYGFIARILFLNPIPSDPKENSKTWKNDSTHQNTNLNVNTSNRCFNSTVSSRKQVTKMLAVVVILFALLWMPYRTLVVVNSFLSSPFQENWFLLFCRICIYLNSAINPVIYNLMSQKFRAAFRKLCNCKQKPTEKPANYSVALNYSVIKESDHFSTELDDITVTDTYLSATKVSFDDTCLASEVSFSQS
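In this calcium-flux screen, cells bearing human TRHR are dye-loaded with fluo-8, baselined for 10 cycles, then exposed to library compounds; positive kinetic calcium responses during the agonist phase mark hits, with TRH as control.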
D1 potentiator: enhances dopamine response at the human D1 receptor. P21728. HEK293 TREx D1 cells, calcium flux, dopamine EC20 potentiation. potentiation, % at 10 µM. 360,000 tested, 0.036% active. AID 504651; in the data active = potentiation above about 30%; also: 0% is about no effect
TRHR PAM: allosteric enhancers of human TRH receptor; 360,000 tested, 0.66% active; P34981; TRHR cells, fluo-8 calcium fluorescence, EC20 TRH enhancement; enhancement, % at 2 µM; in the data active = enhancement above about 30%; also: 0% is about no effect
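Enhancer read-out: after compound pinning and an initial kinetic agonist-mode read, an EC20 of TRH (10 nM final) was injected and fluo-8 calcium signal (Ex 480/Em 530) followed at 1 s/cycle for 100 cycles in TRHR-expressing cells.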
D1 antag: human D1 dopamine receptor antagonism; P21728; HEK293 TREx D1 cells, calcium flux, dopamine EC80; stronger effect = lower value; activity change, negative = inhibition, % at 10 µM; 360,000 tested, 3.2% active; in the data active = activity change below about -30%; also: % is scaled to controls: 0 for no effect and ±100 for the full control effect
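HEK293 T-REx cells expressing inducible, force-coupled D1 receptor; no-wash Ca dye, 30–90 min RT. Cmpd → 180 s read at 1 Hz → EC80 DA → 180 s read.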
RXFP1 antagonist: antagonists of human relaxin receptor RXFP1 | HEK293-RXFP1, relaxin-stimulated cAMP HTRF, 30 min; stronger effect = lower value | activity change, negative = inhibition, % at 57.5 µM | 350,000 tested, 0.59% active | AID 1259400;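 active = activity change of -60% or lower, but not beyond a set lower limit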; also: % is scaled to controls: 0 for no effect and ±100 for the full control effect
D2 potentiator: D2 dopamine receptor (human) potentiation; P14416; HEK293 T-REx D2, calcium flux, EC20 dopamine potentiation; potentiation, % at 10 µM; 340,000 tested, 0.34% active; AID 485347;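 active = potentiation over 3 SD above the plate norm, cut at about 30% in these data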; also: 0% is about no effect
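Calcium flux readout, no-wash dye, 1 read/s. Inducible HEK293 Trex D2 line, overnight 30 C. Compound alone 180 s (agonist flags), then EC20 dopamine, another 180 s to score potentiation.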
D2 antag: antagonizes the human D2 dopamine receptor | P14416 | HEK293 TREx D2 cells, calcium flux, dopamine EC80 | inhibition, % at 10 µM | 340,000 tested, 2% active | AID 485344; in the data active = inhibition above about 30%; also: 0% is about no effect
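Antagonism is scored as inhibition of an EC80 dopamine-evoked calcium signal in a force-coupled, tetracycline-inducible HEK293 T-REx D2 line, with compound present 180 s before agonist.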
The depositor's hits bear a star; . = not tested or not shown. Rule as the data show it, unless noted: active = activation above about 30%; inactive = the rest. Rows are unselected, and some 7.3% of all compounds hit somewhere here.

SMILES | D1 ag | D2 agonist | TRHR ag | D1 potentiator | TRHR PAM | D1 antag | RXFP1 antagonist | D2 potentiator | D2 antag
O=C(C[n+]1ccc(C(=O)N/N=C/c2ccc(O)cc2)cc1)c1ccccc1 | 3 | -1.0 | -1.1 | -8 | -4 | -12 | -15 | 0 | -3
COc1ccc(-c2cc(C(=O)NCc3ccc(Cl)cc3)no2)cc1OC | -3 | 0.0 | -0.7 | 3 | 2 | 8 | 5 | -7 | -7
Cc1occc1C(=O)Nc1nnc(C2CCCCC2)s1 | 0 | 1.3 | 2.1 | 8 | -8 | 16 | -9 | 3 | 8
O=C(c1ccc(Cl)cc1)C(Cn1cncn1)C(Sc1ccccc1)c1ccccc1 (configuration not stated) | 8 | 1.2 | 1.2 | -4 | -5 | 5 | -11 | -1 | 0
Clc1ccccc1CNc1nc2ccccc2c2nc(-c3ccccc3)nn12 | 0 | -0.6 | -0.6 | -4 | 13 | -2 | . | 19 | .
C=CCn1c(C)c(C(C)=O)c(N2CCN(c3ccccc3)CC2)nc1=S | 1 | 0.3 | 0.2 | -2 | 4 | 3 | -5 | -16 | -19
Cc1ccc(-c2nc3c4ccccc4ccn3c2CN2CCCCC2)cc1 | 6 | 6.8 | -0.1 | -7 | 14 | -1 | -12 | -9 | 15
Cn1c(SCc2ccccc2F)nc2c([nH]c3ccccc32)c1=O | 1 | 0.3 | 1.1 | -5 | -2 | -2 | -5 | 13 | .
CCOC(=O)CC1C(=O)NCCN1S(=O)(=O)c1cc(Cl)c(Cl)cc1Cl (configuration not stated) | 5 | -1.1 | 0.6 | -8 | -1 | 40 | -4 | -1 | -1
CCN1CCN(CCCNC(=O)c2cc3c(=O)[nH]c4ccccc4c3s2)CC1 | 0 | 1.2 | 2.0 | 0 | 3 | -22 | 0 | -8 | -9
N#Cc1ccccc1NC(=O)COC(=O)CCc1ccc(S(=O)(=O)N2CCCCC2)cc1 | 12 | -1.0 | -1.5 | -7 | -2 | 1 | 10 | 10 | 0
COc1ccc(-c2cc(-c3ccccc3)c(C#N)c(SCC(O)CS(=O)(=O)Cc3ccccc3)n2)cc1 (configuration not stated) | 10 | 1.9 | 2.2 | -1 | -4 | 3 | -12 | 0 | .
Cc1c[nH]c(=O)c([N+](=O)[O-])c1 | 1 | 0.8 | 0.0 | 2 | -2 | -14 | -1 | -9 | 3
NS(=O)(=O)c1cccc(NC(=O)COC(=O)CCN2C(=O)c3ccccc3C2=O)c1 | 5 | 0.6 | -0.1 | . | -6 | -1 | -3 | 3 | -18
Nc1ccn(CC(=O)N[C@H](CO)Cc2c[nH]c3ccccc23)c(=O)n1 | 1 | -0.4 | 0.0 | -4 | -1 | -34* | . | -4 | 6
COc1cc(C(=O)NC(=S)Nc2ccc([N+](=O)[O-])cc2)cc(OC)c1OC | 1 | 1.4 | -0.4 | 2 | 0 | 5 | -11 | 2 | -15
CC(C)CCSc1cc(NCCO)c([N+](=O)[O-])c2nonc12 | 4 | -0.5 | -0.4 | 1 | -2 | -7 | -28 | 7 | -8
O=C(CNC(=O)c1ccc(-c2ccccc2)cc1)OC(C(=O)Nc1cc(C(F)(F)F)ccc1Cl)c1ccccc1 (configuration not stated) | 6 | . | 1.6 | 0 | 11 | 0 | . | . | .
COc1ccc(NC(=O)C2(S(=O)(=O)c3ccc(C)cc3)CC2)cc1 | 1 | -0.5 | -1.8 | . | 1 | -2 | 13 | 9 | -8
CC(NC(=O)COC(=O)c1ccc2c(c1)OCO2)c1ccccc1 (configuration not stated) | 5 | 2.3 | 0.2 | -4 | 1 | 7 | -13 | 6 | -4
Nc1ncn(-c2ncc(C(F)(F)F)cc2Cl)n1 | 1 | 0.7 | -0.6 | 0 | -2 | -1 | 11 | -2 | 5
O=C(Nc1ccc(-c2cn3ccsc3n2)cc1)C1CC1 | 1 | 1.6 | 0.4 | 0 | 2 | -3 | -6 | -8 | 16
Cc1ccc(S(=O)(=O)Oc2ccc(/C=C3/N=C(c4ccccc4)OC3=O)cc2)cc1 | 2 | -1.5 | 0.2 | -4 | 3 | 6 | . | 3 | 7
COc1ccccc1N(CC(=O)Nc1ccc(C)c(Cl)c1)S(=O)(=O)c1ccc(C)cc1 | 3 | 3.2 | 0.7 | -3 | -9 | -18 | . | -9 | .
CCOc1ccc(NC(=O)CCn2cccn2)cc1 | 0 | . | 0.3 | -5 | 3 | -2 | -9 | 13 | .
CN(C)c1ccc(C(=O)/C=C/c2ccco2)cc1 | 3 | -0.7 | -0.2 | -7 | 2 | -4 | -4 | 10 | -7
Cc1ccc(NC(=O)CN2CCCCC2)c2c1CC(C)(C)O2 | 3 | 1.1 | -0.8 | 1 | -1 | 3 | 7 | -5 | -5
COc1ccccc1NC(=O)C(=O)N/N=C/c1ccc([N+](=O)[O-])s1 | 2 | -2.1 | -0.8 | -2 | 0 | -6 | 9 | 12 | 12
O=C1CCCN1c1cccc(Br)c1 | -3 | 0.3 | -0.2 | -4 | -4 | -5 | -9 | -9 | 6
CCCn1c(SCC(=O)Nc2nc(-c3ccc(OC)cc3)cs2)nc2c1c(=O)n(C)c(=O)n2C | 1 | -1.2 | -0.5 | 2 | 8 | 4 | 8 | 6 | 13
CC(=O)Oc1ccc(-c2csc(Nc3ccc(S(N)(=O)=O)cc3)n2)cc1 | 3 | 2.6 | -0.5 | 1 | -1 | -10 | 8 | 11 | 7
CCn1cc(C(=O)OCC(=O)N(C)C2CCS(=O)(=O)C2)c(=O)c2ccc(C)nc21 (configuration not stated) | 1 | 1.2 | 0.1 | 2 | 31* | 18 | -9 | -6 | -24
Cc1noc(C)c1CSc1nc2ccccc2n1CCc1ccccc1 | 2 | -1.0 | -1.3 | -3 | -6 | 9 | 1 | 35* | -13
O=C(NCC(c1cccnc1)N1CCOCC1)NC1CCCCC1 (configuration not stated) | 3 | 0.9 | 0.3 | 6 | 3 | 2 | 2 | 22 | 2
O=C(COC(=O)c1ccc2ccccc2n1)c1ccc(F)cc1 | 1 | -0.3 | 0.1 | 1 | -8 | -2 | -10 | 4 | -8
O=C(Cc1ccc(F)cc1)NCCc1csc2nc(-c3ccc(Cl)cc3)nn12 | 3 | . | -0.1 | -3 | 0 | -4 | -7 | 6 | .
CCN(C(=O)c1cccnc1)c1ccccc1 | 1 | -0.2 | 0.1 | -6 | 4 | -7 | 6 | -5 | 10
CCn1c(SCC(=O)NNC(=S)Nc2ccccc2)nnc1-c1ccc(Cl)cc1 | 1 | 0.3 | -0.8 | 0 | -3 | -2 | -21 | 0 | -3
COc1ccc(NS(=O)(=O)c2cccc(NC(=O)CNC(C)=O)c2)cc1 | 4 | -0.2 | 0.9 | -1 | 0 | -3 | -5 | 1 | -19
COc1ccc(C(=O)NCC(=O)N2CCN(c3ccc(F)cc3)CC2)cc1 | -3 | 0.2 | -0.7 | -5 | 1 | 7 | 13 | 1 | -13
Cc1ccc(S(=O)(=O)N/N=C\c2cc3c(cc2[N+](=O)[O-])OCO3)cc1 | 1 | -0.4 | 0.3 | 8 | 16 | 4 | -16 | 12 | 6
O=C(CCN1C(=O)C2CCCCC2C1=O)NNC(=O)c1cccc(Cl)c1 (configuration not stated) | 6 | -0.7 | -1.3 | 3 | 2 | 15 | 1 | 10 | 0
Cc1ccc(O)c(NC(=O)c2ccc(Br)c(S(=O)(=O)N3CCCCC3)c2)c1 | 14 | 0.6 | -1.3 | -2 | -1 | -58* | . | -17 | .
CCCn1c(=O)c2[nH]c(C3CCCC3)nc2n(CCC)c1=O | 1 | -0.4 | -0.4 | -5 | -5 | 11 | . | 3 | 4
COc1cccc(C=NCCNC(=O)c2nonc2N)c1O | 4 | 0.1 | 0.1 | 2 | -1 | -3 | 1 | -1 | -5

Six entries from above, ordered by SMILES length, largest number first.
SMILES | D1 ag | D2 agonist | TRHR ag | D1 potentiator | TRHR PAM | D1 antag | RXFP1 antagonist | D2 potentiator | D2 antag
CCn1cc(C(=O)OCC(=O)N(C)C2CCS(=O)(=O)C2)c(=O)c2ccc(C)nc21 (configuration not stated) | 1 | 1.2 | 0.1 | 2 | 31* | 18 | -9 | -6 | -24
O=C(Cc1ccc(F)cc1)NCCc1csc2nc(-c3ccc(Cl)cc3)nn12 | 3 | . | -0.1 | -3 | 0 | -4 | -7 | 6 | .
O=C(CCN1C(=O)C2CCCCC2C1=O)NNC(=O)c1cccc(Cl)c1 (configuration not stated) | 6 | -0.7 | -1.3 | 3 | 2 | 15 | 1 | 10 | 0
CCCn1c(=O)c2[nH]c(C3CCCC3)nc2n(CCC)c1=O | 1 | -0.4 | -0.4 | -5 | -5 | 11 | . | 3 | 4
O=C(COC(=O)c1ccc2ccccc2n1)c1ccc(F)cc1 | 1 | -0.3 | 0.1 | 1 | -8 | -2 | -10 | 4 | -8
COc1cccc(C=NCCNC(=O)c2nonc2N)c1O | 4 | 0.1 | 0.1 | 2 | -1 | -3 | 1 | -1 | -5

Next section
SMILES | D1 ag | D2 agonist | TRHR ag | D1 potentiator | TRHR PAM | D1 antag | RXFP1 antagonist | D2 potentiator | D2 antag
Cc1cc(C(=O)NCC(C)C)c2ccccc2n1 | 3 | 0.6 | 0.7 | -9 | 4 | -1 | 1 | -3 | -8
Cc1ccccc1C(OCCN(C(C)C)C(C)C)c1ccccc1 (configuration not stated) | 7 | 0.1 | 0.5 | -3 | 0 | 11 | -12 | 9 | -3
Cc1ccnc(NCc2cccc3ccccc23)c1 | 2 | 0.9 | -0.8 | -4 | 3 | 11 | -26 | -7 | 1
CN(Cc1ccccc1Cl)C(=O)C1CC(=O)N(c2ccc3c(c2)OCCO3)C1 (configuration not stated) | 11 | 0.3 | 0.0 | 0 | 1 | 5 | -4 | -4 | -6
COc1ccc(C(=O)Nc2cccc3ccccc23)cc1 | 1 | 0.4 | -1.2 | 0 | -4 | -3 | 3 | -7 | -5
Cc1cccc(N2CCN(CCCNC(=O)Cn3ncc4c([nH]c5ccccc54)c3=O)CC2C)c1 (configuration not stated) | -1 | 0.9 | -0.1 | -1 | 3 | -10 | 3 | -13 | .
O=C(/C=C/c1cccc(O)c1)c1ccc(N2CCOCC2)cc1 | 7 | 0.1 | 0.3 | 6 | 2 | -3 | 6 | -1 | -6
Cn1c(=O)c2c(nc(SCC(=O)N3c4ccccc4CCc4ccccc43)n2C)n(C)c1=O | 1 | 1.0 | 0.8 | -4 | -3 | 11 | -11 | 1 | -9
CCOc1ccc(S(=O)(=O)N(C)CC(=O)NCc2ccco2)cc1 | 1 | -3.0 | -0.8 | -2 | 11 | -5 | -11 | . | 6
CCn1c(CCC(=O)Nc2cc(F)ccc2C)nc2cc(S(=O)(=O)N(C)C)ccc21 | 1 | . | -0.5 | -1 | 0 | -30 | 5 | . | .
CCN(CC)S(=O)(=O)c1cccc(-c2nnc(SCC(=O)NCCC3=CCCCC3)n2N)c1 | 1 | -1.6 | 0.2 | -1 | -3 | -12 | 8 | -1 | 7

Source: PubChem
